# Bioassay records (PubChem BioAssay)
# aSyn rescue – qHTS of alpha-syn Inhibitors; Yeast expressing alpha-synuclein, growth rescue, BacTiter-Glo, 24 h; Potency, µM (series often up to 46.1 µM), for the others: top-dose growth rescue (activation), most hits filed as activators; 0.14% of 370,000 active; also: potency is read from the fitted curve at half-maximal effect; % of control where 0% means no effect; nearly all actives have a fitted effect of over 65% in size
#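 Readout is rescue of growth in alpha-synuclein-expressing yeast, so inhibitors of toxicity appear as activators. Growth after 24 hr at 30 deg C in galactose medium is quantified by luminescence.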
# Akt phos inh – HTS Assay for Inhibitors of Akt Phophorylation: Primary Screen; Neuro2A IGF-stimulated pAkt S473 HTRF, 20 min; stronger effect = lower value; activity change, % for hits at 50 µM; 0.32% of 360,000 active; in the data active = activity change below about -80%; inconclusive = mostly about -51% to -80%; also: % is scaled to controls: 0 for no effect and ±100 for the full control effect
#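 Single-point screen (50 µM final compound) in Neuro2A cells stimulated 20 min with 6 nM IGF at 37 deg C. After lysis, Ser473-phosphorylated Akt read by HTRF (ex 330 nm, em 615/665 nm) as the 665/615 ratio.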
# TDP43 rescue – qHTS of TDP-43 Inhibitors | TDP-43 expressing yeast growth rescue, BacTiter-Glo, 24 h | Potency, µM (series often up to 46.1 µM), without a hit: at the top dose growth rescue (activation), actives largely listed as activators | 1.8% of 410,000 active; also: potency is read from the fitted curve at half-maximal effect; % of control where 0% means no effect; nearly all actives have a fitted effect of over 50% in size
#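 Cell-based yeast growth screen: TDP-43 expression induced in galactose, inoculum OD600=0.02 after raffinose pregrowth to mid-log. Read-out BacTiter-Glo luminescence at 24 hr, 30 deg C; inhibition of toxicity seen as signal increase.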
# Abeta yeast res – qHTS for compounds that reverse cellular toxicity of Amyloid beta (A-beta) peptide in yeast: Primary Screen. yeast expressing A-beta42, growth rescue, OD600, 48 h; response scale: 0% DMSO, 100% iron-clioquinol control. Potency, µM (series often up to 46.1 µM), without a hit: top-dose growth rescue, usual class: activators. 0.063% of 410,000 active. AID 1347071, 2019; also: potency is read from the fitted curve at half-maximal effect; nearly all actives have a fitted effect of over 55% in size
#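 Growth rescue measured by 600 nm absorbance after 48 h yeast culture at 30 C with compound. Values normalized between DMSO and an equimolar ferric chloride plus clioquinol control.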
# MmCpn inh – Inhibitors of TCP-1 ring complex (TRiC) of Methanococcus maripaludis (MmCpn): qHTS. Chaperonin Mm-Cpn (Methanococcus maripaludis). purified Mm-Cpn ATPase, ADP Transcreener TR-FRET. Potency, µM (titrated, usually from 76.9 µM), for inactives: top-dose activity, negative = inhibition, usual class: inhibitors. 0.031% of 330,000 active. AID 504842, 2011; also: potency is read from the fitted curve at half-maximal effect; % is scaled to controls: 0 for no effect and ±100 for the full control effect; nearly all actives have a fitted effect of over 80% in size
#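 TR-FRET (320 nm excitation; 590 and 665 nm emission) reports ADP made from 10 uM ATP by 25 nM enzyme; compounds were preincubated 10 min, reaction run 30 min, both at 37°C.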
# PTHR1 ag – qHTS for PTHR1 Agonists: Primary Screen. Parathyroid hormone/parathyroid hormone-related peptide receptor (Homo sapiens), Q03431. HEK293 GP2 PTHR1 cells, GloSensor cAMP luminescence, 1 h. Potency, µM (series often up to 115 µM), for inactives: at the top dose activation, actives largely listed as activators. 0.075% of 410,000 active. AID 743266, 2014; also: potency is read from the fitted curve at half-maximal effect; nearly all actives have a fitted effect of over 55% in size; some results filed as inactive show a strong effect at the top dose; inactives centre near -15; many of its hits are not listed in these tables
# Target sequence (Q03431 whole entry, looked up): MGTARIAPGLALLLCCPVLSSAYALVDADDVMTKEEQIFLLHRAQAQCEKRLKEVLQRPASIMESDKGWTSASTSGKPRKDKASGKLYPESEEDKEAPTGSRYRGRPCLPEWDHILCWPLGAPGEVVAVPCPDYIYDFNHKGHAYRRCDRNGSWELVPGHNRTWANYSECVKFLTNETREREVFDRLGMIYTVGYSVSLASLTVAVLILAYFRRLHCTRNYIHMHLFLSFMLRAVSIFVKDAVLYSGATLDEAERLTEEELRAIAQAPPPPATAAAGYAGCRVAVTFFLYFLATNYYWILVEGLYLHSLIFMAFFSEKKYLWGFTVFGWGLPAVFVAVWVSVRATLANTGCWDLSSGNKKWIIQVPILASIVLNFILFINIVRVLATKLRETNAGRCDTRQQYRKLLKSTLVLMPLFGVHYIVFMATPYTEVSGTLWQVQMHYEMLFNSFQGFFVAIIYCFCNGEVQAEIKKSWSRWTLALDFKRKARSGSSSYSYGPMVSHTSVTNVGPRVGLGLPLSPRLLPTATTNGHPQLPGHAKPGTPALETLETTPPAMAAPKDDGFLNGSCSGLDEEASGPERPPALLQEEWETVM
#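 HEK-293-derived GP2 cells expressing PTHR1 and a GloSensor cAMP reporter, 3,000/well, plated overnight, given luciferin plus IBMX (each 0.5 mM as added) for 1 h at 37 °C, then compound for 1 h at 37 °C. Luminescence was read after 15 min at room temperature.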
# GLP1R cytotox – qHTS of GLP-1 Receptor Inverse Agonists: Cytotox Screen; Potency, µM (highest dose often 38.3 µM), inactives show at the highest dose activity change, negative = inhibition, hits mostly inhibitors; 0.13% of 410,000 active; HEK293 cAMP-luciferase reporter cells, luminescence, 24 h;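 also: loss of luciferase light is scored as toxicity; potency is read from the fitted curve at half-maximal effect; % is scaled to controls: 0 for no effect and ±100 for the full control effect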
#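 1536-well qHTS counterscreen of the MLSMR; 200 cells/uL, 12 h pre-incubation, 23 nL cpd, 24 h at 37 deg C 5% CO2, luciferase detection reagent, 12 min RT, luminescence. Inhibition = undesired.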
# GLP1R inv ag – qHTS of GLP-1 Receptor Inverse Agonists (Inhibition Mode). HEK293 GLP-1R CRE-luciferase, luminescence, 24 h; GLP-1R form is constitutively active. 1.6% of 410,000 active. Potency, µM (titrated, usually from 38.3 µM), for the others: at the top dose activity change, negative = inhibition, usual class: inhibitors; also: potency is read from the fitted curve at half-maximal effect; % is scaled to controls: 0 for no effect and ±100 for the full control effect; nearly all actives have a fitted effect of over 55% in size
# Target sequence (P43220 whole entry, looked up): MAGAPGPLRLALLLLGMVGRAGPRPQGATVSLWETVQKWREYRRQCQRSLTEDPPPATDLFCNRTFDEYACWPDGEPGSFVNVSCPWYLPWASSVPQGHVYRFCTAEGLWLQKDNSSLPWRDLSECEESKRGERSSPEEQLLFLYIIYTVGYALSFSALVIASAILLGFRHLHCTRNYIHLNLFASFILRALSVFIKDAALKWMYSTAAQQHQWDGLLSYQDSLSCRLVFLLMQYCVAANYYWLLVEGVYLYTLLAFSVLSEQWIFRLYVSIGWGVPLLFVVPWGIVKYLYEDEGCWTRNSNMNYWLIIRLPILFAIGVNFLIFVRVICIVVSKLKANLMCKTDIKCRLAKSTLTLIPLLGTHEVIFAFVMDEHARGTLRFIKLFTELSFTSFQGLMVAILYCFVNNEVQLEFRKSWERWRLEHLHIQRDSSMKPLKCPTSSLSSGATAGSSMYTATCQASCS
#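 HEK293 cells stably co-expressing a cAMP-responsive luciferase reporter and constitutively active GLP-1R were seeded, incubated 12 h, then exposed to compounds for 24 h at 37 C. Luminescence was read 12 min after detection reagent; inverse agonists lower signal.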
# FUS yeast rescue – qHTS for Suppressors of FUS Proteinopathy: Primary screen using FUS-linked yeast assay | Potency, µM (titrated, usually from 76.6 µM), without a hit: at the top dose growth rescue (activation), most hits filed as activators | 0.24% of 390,000 active | S. cerevisiae FUS-expressing, growth rescue, OD600, 24 h | AID 1347120, 2019;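 also: potency is read from the fitted curve at half-maximal effect; plate controls were DMSO vehicle for no effect and reference control for full effect; nearly all actives have a fitted effect of over 55% in size; some results filed as inactive show a strong effect at the top dose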
#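 Galactose (2%) drives FUS expression in yeast precultured in raffinose; seeding density OD 0.005. Test compounds incubated 24hr at 30C and 99% humidity before absorbance at 600 nm was measured.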
# * = called active by the depositor; i = inactive; ? = inconclusive; . = no result given; [ ] = remark or other dose. Unless noted, calls follow the shape of the dose curve; as a rule, active = well fitted curve in the direction sought with a large enough effect; inconclusive = small, poorly fitted or top-dose-only effect, or another doubt; inactive = no such curve, though single readings can be large; an effect the other way counts as inactive or inconclusive. Not all compounds are listed; the hit share may differ from the screen's.
1: O=C(CN1CCN(C(=O)C2CCCO2)CC1)Nc1ccc(Cl)c(Cl)c1 (stereo unspecified)
2: CC(C)(C)c1ccc(/C=N/OCC(=O)NCc2ccccc2)cc1
3: Nc1ccc2c(c1)-c1ccccc1S(=O)(=O)N2
4: CCc1ccc(NC(=O)C2CCN(S(=O)(=O)c3cccc(-c4noc(C)n4)c3)CC2)cc1
5: COc1cccc(NC(=O)CN(C)C(=O)Cc2ccc3c(c2)CCC3)c1
6: CC(C)Cn1c(N)c(C(=O)COC(=O)c2ccncc2)c(=O)n(C)c1=O
7: O=C1CS/C(=N/N=C/c2ccccc2)N1c1ccc(O)cc1
8: CCN1CCN(CCCN(Cc2ccco2)C(=S)Nc2cccc(Cl)c2C)CC1

Assay by compound,1,2,3,4,5,6,7,8
aSyn rescue,4%,-2%,-7%,.,11%,-1%,2%,-2%
Akt phos inh,i,i,i,.,i,i,i,i
TDP43 rescue,13%,?,-15%,15%,13%,-3%,7%,11%
Abeta yeast res,18%,23%,1%,-13%,-3%,0%,-7%,-6%
MmCpn inh,-1%,3%,-6%,.,0%,-1%,1%,0%
PTHR1 ag,-3%,-9%,i,-19%,-19%,i,-5%,-21%
GLP1R cytotox,1%,20%,62%[activator],19%,-15%,6%,3%,12%
GLP1R inv ag,0%,8.9µM*,0%,?,?,0%,0%,?
FUS yeast rescue,-14%,43%,28µM*,21%,.,-1%,1%,6%

9: CCN(CC)S(=O)(=O)c1ccc(/C=C/C(=O)OCC(=O)Nc2cccc3ccccc23)cc1
10: COc1ccc(/C=C/C(=O)NCCOc2ccc(C)cc2)cc1
11: CCn1c(C)c(CS(=O)(=O)c2ccccc2)[nH]c1=O
12: O=C(Nc1ccccc1F)c1ccc(Cn2nc(N3CCN(c4ccccc4)CC3)ccc2=O)o1
13: NS(=O)(=O)c1ccc(CCNC(=O)CNC(=O)c2ccccc2Br)cc1
14: Cc1ccc(CN(c2ccc(C(=O)Nc3cccnc3)cc2)S(C)(=O)=O)cc1
15: OC(c1ccccc1)c1ncc(-c2ccc(C(F)(F)F)cc2)[nH]1 (stereo unspecified)
16: C=CCSC1=N/C(=C\c2ccc(C)o2)C(=O)S1

Assay by compound,9,10,11,12,13,14,15,16
aSyn rescue,-15%,9%,-5%,.,4%,2%,-4%,16%
Akt phos inh,i,i,i,.,i,i,i,i
TDP43 rescue,-2%,?,-12%,?,-9%,1%,18%,-1%
Abeta yeast res,-7%,14%,-10%,-26%,4%,14%,0%,-8%
MmCpn inh,-8%,0%,1%,.,-30%,2%,.,-1%
PTHR1 ag,i,-22%,-20%,-22%,i,-22%,0%,-5%[57.5 µM]
GLP1R cytotox,-5%,-14%,-12%,10%,-2%,-1%,-22%,-1%
GLP1R inv ag,7%,?,1%,8%,2%,-9%,?,?
FUS yeast rescue,?,.,12%,38%,0%,13%,-15%,14%

# Exported with two lines to a compound: part of the list above.
# Results follow in this order: aSyn rescue	Akt phos inh	TDP43 rescue	Abeta yeast res	MmCpn inh	PTHR1 ag	GLP1R cytotox	GLP1R inv ag	FUS yeast rescue
6	CC(C)Cn1c(N)c(C(=O)COC(=O)c2ccncc2)c(=O)n(C)c1=O
 : -1%	i	-3%	0%	-1%	i	6%	0%	-1%
16	C=CCSC1=N/C(=C\c2ccc(C)o2)C(=O)S1
 : 16%	i	-1%	-8%	-1%	-5%[57.5 µM]	-1%	?	14%
10	COc1ccc(/C=C/C(=O)NCCOc2ccc(C)cc2)cc1
 : 9%	i	?	14%	0%	-22%	-14%	?	.
7	O=C1CS/C(=N/N=C/c2ccccc2)N1c1ccc(O)cc1
 : 2%	i	7%	-7%	1%	-5%	3%	0%	1%

# (listing goes on)
17: CN(C)CCOc1ccc(-c2c(-c3ccsc3)sc3ccccc23)cc1
18: CCOC(=O)C1=C(C)NC(=O)NC1c1cn(-c2ccccc2)nc1-c1cccs1 (stereo unspecified)
19: CCOC(=O)c1c(C)sc(-c2c(-c3ccc(OC)c(F)c3)[nH]c3c2c(=O)[nH]c(=O)n3C)c1O
20: COc1ccc(N2CC(C(=O)NCCc3ccc(OC)c(OC)c3)CC2=O)cc1 (stereo unspecified)
21: O=c1/c(=C\c2cccc(O)c2)sc2nc(-c3ccccc3)c(-c3ccccc3)n12
22: CC(=O)Nc1ccc(C2=NN(C)C(=NCc3ccccc3)SC2)cc1
23: COCCNC(=O)CN(CCc1ccccc1)S(=O)(=O)c1ccc(OC)cc1
24: CCCOc1ccc(C(=O)NCCC(=O)NCCCC(=O)OCC)cc1

Assay by compound,17,18,19,20,21,22,23,24
aSyn rescue,-45%[inhibitor],-20%,.,.,-7%,3%,-4%,-5%
Akt phos inh,i,i,.,.,i,i,i,i
TDP43 rescue,-31%[inhibitor],-14%,17%,-1%,26%,-3%,2%,-11%
Abeta yeast res,-80%[inhibitor],1%,-5%,-10%,-20%,-6%,6%,8%
MmCpn inh,-5%,-4%,.,-1%,-1%,-6%,3%,1%
PTHR1 ag,2%,i,i,4%,i,-23%,i,-4%[57.5 µM]
GLP1R cytotox,-29%,-43%,-2%,2%,-26%,22%,-4%,-19%
GLP1R inv ag,-18%,39%[activator],-5%,3%,?,-8%,0%,11%
FUS yeast rescue,35%,13%,?,13%,4%,22%,9%,-8%

25: COc1cc(CSc2ncc(CO)n2Cc2ccc(C)cc2)cc(OC)c1
26: CCc1ccccc1NC(=O)C1(S(=O)(=O)c2ccc(C)cc2)CC1
27: CCN(CC)S(=O)(=O)c1ccc(N2CCCCC2)c(NC(=O)C2CCN(C(=O)c3ccc(F)cc3)CC2)c1
28: Cc1ccc(CS(=O)(=O)c2ncc(Cl)c(C(=O)Nc3nnc(C)s3)n2)cc1
29: CN(C(=O)c1cccc(NC(=O)Cc2ccc(NC(=O)C3CCN(C(=O)C4CC4)CC3)cc2)c1)C1CCCCC1
30: CCc1nc(-c2cc(S(=O)(=O)N3CCN(c4ccccc4F)CC3)ccc2OC)no1
31: CC1CC(C)(C)NC(=S)N1CCC(=O)N1CCN(c2ccccc2)CC1 (stereo unspecified)
32: CCOC(=O)N1CCN(C(=O)CN(c2ccccc2OC)S(=O)(=O)c2ccc(C)cc2)CC1

Assay by compound,25,26,27,28,29,30,31,32
aSyn rescue,.,8%,0%,20%,4%,0%,6%,0%
Akt phos inh,.,i,i,i,i,.,i,.
TDP43 rescue,1%,-4%,-8%,20%,5%,6%,6%,-21%
Abeta yeast res,-10%,5%,22%,-30%,5%,-10%,8%,14%
MmCpn inh,.,1%,-6%,-2%,.,.,0%,5%
PTHR1 ag,-4%,i,-1%,-38%[inhibitor],-6%,-5%,i,-10%[57.5 µM]
GLP1R cytotox,-12%,-2%,-3%,-16%,-9%,2%,8%[7.66 µM],?
GLP1R inv ag,?,?,?,?,16%,1%,13%[7.66 µM],0%
FUS yeast rescue,21%,12%,?,10%,8%,5%,18%,37%

33: COc1ccccc1N1CCN(C(c2ccccn2)c2nnnn2C2CCCCC2)CC1 (stereo unspecified)
34: Cc1onc(C(=O)Nc2sc3c(c2C(N)=O)CCCC3)c1[N+](=O)[O-]
35: CC(C)N(C(C)C)S(=O)(=O)c1ccc(N2CCc3ccccc3C2)nc1
36: CCn1c(=O)c2c(nc3n2CCCN3Cc2ccccc2)n(C)c1=O
37: COc1ccc(NC2=Nc3ccccc3CC2)cc1
38: Cc1c(CNC(C)c2ccccc2)c(C(=O)O)c(C)n1Cc1c(F)cccc1Cl (stereo unspecified)
39: CCOC(=O)c1ccc(CN2C(=O)c3ccccc3S2(=O)=O)cc1
40: O=C(COC(=O)/C=C/c1ccc(OC(F)F)cc1)NC1CCCCCCC1

Assay by compound,33,34,35,36,37,38,39,40
aSyn rescue,0%,0%,8%,-2%,0%,.,18%,12%
Akt phos inh,i,i,i,i,i,.,i,i
TDP43 rescue,14%,-6%,?,4%,-20%,-5%,0%,8%
Abeta yeast res,13%,-4%,14%,-18%,-21%,3%,-13%,6%
MmCpn inh,-1%,-1%,-5%,0%,0%,.,-6%,-3%
PTHR1 ag,i,-21%,-29%,?,i,-2%,i,-11%
GLP1R cytotox,4%,-13%,0%,3%,-1%,-4%,7%,10%
GLP1R inv ag,-19%,-16%,7.9µM*,6%,-21%,-13%,10%,23%
FUS yeast rescue,31%,-9%,17%,-15%,10%,-5%,-1%,4%

41: O=C(NCCCn1ccnc1)c1ccc(S(=O)(=O)N2CCCCCC2)cc1
42: CCc1ccccc1NC(=O)CN(C)C(=O)COC(=O)c1c(Cl)cccc1Cl
43: CCCSc1nc2sc3c(c2c(=O)n1CC)CC(C)(C)OC3
44: CN(CC(O)CN)CC(O)CN1CCCCC1 (stereo unspecified)

Assay by compound,41,42,43,44
aSyn rescue,7%,0%,1%,-1%
Akt phos inh,i,i,i,.
TDP43 rescue,-12%,1%,23%,-21%
Abeta yeast res,13%,23%,-5%,-2%
MmCpn inh,-2%,1%,0%,2%
PTHR1 ag,-6%,-13%,-5%,-1%[57.5 µM]
GLP1R cytotox,22%,4%,-13%,0%
GLP1R inv ag,-66%,-19%,10µM*,-1%
FUS yeast rescue,-15%,17%,-23%,18%
